Compound activity (PubChem BioAssay)
Mtb RmlCD inh: M. tuberculosis RmlC/RmlD coupled enzyme inhibitors, primary screen, biochemical, compound mixtures, 384-well, from 1536-well plates | RmlC+RmlD coupled enzyme assay, percent inhibition; primary screen in compound mixtures | dTDP-4-dehydrorhamnose reductase (Mycobacterium tuberculosis (strain ATCC 25618 / H37Rv)) … | 160,000 compounds, 0.03% hits | inhibition, % at 3.6 µM; in the data active = inhibition mostly above about 34%, no sharp cut-off; also: some results filed as inactive read as strong as hits
Target sequence (P9WH09 whole entry, looked up): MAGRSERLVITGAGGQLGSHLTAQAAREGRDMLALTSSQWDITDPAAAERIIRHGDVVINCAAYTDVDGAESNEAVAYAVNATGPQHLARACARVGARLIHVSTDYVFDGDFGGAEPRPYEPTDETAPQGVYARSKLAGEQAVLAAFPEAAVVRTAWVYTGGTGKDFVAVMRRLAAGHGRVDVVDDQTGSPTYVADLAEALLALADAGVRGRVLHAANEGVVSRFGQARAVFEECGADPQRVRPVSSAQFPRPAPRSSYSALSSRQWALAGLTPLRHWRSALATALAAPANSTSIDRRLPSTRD
Target sequence (P9WH11 whole entry, looked up): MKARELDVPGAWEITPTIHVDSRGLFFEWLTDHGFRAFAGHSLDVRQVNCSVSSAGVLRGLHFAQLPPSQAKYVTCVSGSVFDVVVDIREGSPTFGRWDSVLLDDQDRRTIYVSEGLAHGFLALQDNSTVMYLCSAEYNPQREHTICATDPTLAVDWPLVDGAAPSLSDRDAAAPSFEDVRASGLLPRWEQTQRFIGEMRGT
M. tuberculosis GlmU: inhibition of mycobacterial GlmU enzyme – biochemical, glucosamine-1-phosphate acetyltransferase (AID 1376) | Bifunctional protein GlmU (Mycobacterium tuberculosis (strain ATCC 25618 / H37Rv)) | M. tuberculosis GlmU acetyltransferase enzyme assay; higher % means a stronger effect | inhibition, %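 (tested at 30 µM in the primary screen)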, or IC50 in µM where a hit was titrated | 220,000 compounds, 0.25% hits; in the data active = inhibition above about 13%;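 also: 0% = complete reaction with vehicle and 100% = reaction without substrate; strong numbers were not always called active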
Numbers without * were called inactive; . = no result given. Not all compounds are listed (hit frequency here may not be typical).

SMILES	Mtb RmlCD inh	M. tuberculosis GlmU
CC(=O)OC1(c2ccccc2)CCN(C)CC1(C)C (stereo unspecified)	.	2.7%
CCOC(=O)c1c(NC(=S)Nc2ccccc2)sc2c1CCCCC2	.	2.7%
O=C(CSCc1ccccc1)N1CCN(c2ccc(F)cc2)CC1	7	2.5%
COc1ccc(N2CCN(CC(=O)Nc3ccccc3SC)CC2)cc1	.	1.6%
COc1cc(N2CCCC2)c(OC)cc1/C=c1/sc2nc3ccccc3n2c1=O	-4	.
CC1CC(C)CN(c2cc(=O)n(Cc3ccc(F)cc3)c(=O)[nH]2)C1 (stereo unspecified)	8	0.6%
O=C(N/N=C/c1ccc(OC(=O)c2ccccc2)cc1)c1cccc(O)c1	6	1.3%
COC/C=C/C1=CC2=CC(=O)C(C)(OC(=O)c3cnc4ccccc4n3)C(=O)C2=CN1C1CC1 (stereo unspecified)	.	2.1%
Cc1ccc(Nc2nc(C)c3c(n2)CC(C)CC3=O)c(C)c1 (stereo unspecified)	.	2.9%
C=CCNc1sc(C(=O)c2ccccc2)c(N)c1C#N	-4	0.9%
c1ccc2cc(C3N4CCCN34)ccc2c1 (stereo unspecified)	1	2.3%
CCN(CC)C(=O)C1CC(=O)OC1(C)C (stereo unspecified)	73	0.9%
Cc1c(NC(=O)C2CC(c3cccc(Br)c3)=NO2)c(=O)n(-c2ccccc2)n1C (stereo unspecified)	-10	1.0%
COC(=O)c1ccccc1NC(=O)CN1CCN(c2ccccn2)CC1	-10	1.3%
O=C(CSc1nc2[nH]ncc2c(=O)n1-c1ccccc1)N1CCCCCC1	8	-0.4%
O=C(OCc1ccccc1)C1CCCN1C(=O)c1cccs1 (stereo unspecified)	.	10%
CCN(CC)CCOC(=O)c1c(C)oc2ccc(O)cc12	-8	2.1%
O=C(c1ccccc1F)N1CCc2ccccc21	.	-1.5%
COc1ccccc1/C=N/NC(=O)C(C)Cn1cnc2ccccc21 (stereo unspecified)	8	-0.2%
CC1=C(C(=O)OCc2ccccc2)C(c2ccc(C)o2)C2=C(CCCC2=O)N1 (stereo unspecified)	-1	2.1%

An excerpt of the results above:
SMILES	Mtb RmlCD inh	M. tuberculosis GlmU
CC(=O)OC1(c2ccccc2)CCN(C)CC1(C)C (stereo unspecified)	.	2.7%
CCOC(=O)c1c(NC(=S)Nc2ccccc2)sc2c1CCCCC2	.	2.7%

Returning to the listing, repeating the 2 entries before the break.
SMILES	Mtb RmlCD inh	M. tuberculosis GlmU
COc1ccccc1/C=N/NC(=O)C(C)Cn1cnc2ccccc21 (stereo unspecified)	8	-0.2%
CC1=C(C(=O)OCc2ccccc2)C(c2ccc(C)o2)C2=C(CCCC2=O)N1 (stereo unspecified)	-1	2.1%
CCn1ccc(C(=O)Nc2ccc(Cl)cn2)n1	.	0.2%
CC1Cc2ccccc2N1C(=O)c1cnc2sccn2c1=O (stereo unspecified)	-4	-4.4%
O=C(COc1ccc(S(=O)(=O)N2CCOCC2)cc1)Nc1ccc(Cl)c(C(F)(F)F)c1	11	4.7%
CN(CCNC(=O)C1CC(=O)N(C2CCCC2)C1)Cc1ccccc1 (stereo unspecified)	.	-4.7%
COc1cccc(N=C2SC(C(=O)Nc3ccccc3F)CC(=O)N2C)c1 (stereo unspecified)	.	-3.7%
CC(C)C(OC(=O)CN1C(=O)COc2ccccc21)C(=O)NC1CCCC1 (stereo unspecified)	.	1.4%
Cc1cccc(N2C(=O)C(O)=C(C(=O)c3cccs3)C2c2ccc(Cl)cc2)n1 (stereo unspecified)	.	3.1%
O=C(Nc1ccccc1)c1ccc(-c2ccc(Br)cc2)o1	.	0.2%
CN1CCN(C2CC(=O)N(CCc3ccccc3)C2=O)CC1 (stereo unspecified)	-8	5.6%
O=C(COC(=O)CCc1nc2ccccc2s1)Nc1ccc(Cl)cn1	-42	-1.9%
O=C(CSc1nc2nc[nH]c2c(=O)[nH]1)NC1CCCCC1	7	-3.3%
Cc1cc(NC(=O)c2ccc(NC(=O)C(C)Oc3ccccc3)cc2)no1 (stereo unspecified)	.	-3.3%
Cc1nc(C(=O)Nc2cccc(Cl)c2)nn1-c1cc(OC(C)C)c(Cl)cc1Cl	-2	5.5%
O=C(c1ccccn1)N1CCN(C(=O)c2ccccn2)CC1	-6	0.3%
Cc1cccc(CC2CC(=O)N(CCc3ccc4c(c3)OCO4)C2=O)c1 (stereo unspecified)	-7	-1.2%
O=C(Cn1cc2c(n1)CCCCC2)Nc1c(F)c(F)cc(F)c1F	.	4.2%
COc1ccc(S(=O)(=O)N2c3ccccc3OCC2c2ccccc2)cc1 (stereo unspecified)	.	-6.1%
CCOC(=O)c1c(C)[nH]c(C(=O)COC(=O)C(C)Oc2ccc(Cl)cc2Cl)c1C (stereo unspecified)	-10	5.5%
COc1cccc(/C=N/NC(=S)Nc2cccc(C(=O)O)c2)c1O	-2	0.5%
CCC1(CC)NC(=O)NC1=O	-37	-1.6%

A different layout for part of the listing above:
Value order: Mtb RmlCD inh | M. tuberculosis GlmU
- CN(CCNC(=O)C1CC(=O)N(C2CCCC2)C1)Cc1ccccc1 (stereo unspecified)
  . | -4.7%
- Cc1cccc(N2C(=O)C(O)=C(C(=O)c3cccs3)C2c2ccc(Cl)cc2)n1 (stereo unspecified)
  . | 3.1%
- Cc1cccc(CC2CC(=O)N(CCc3ccc4c(c3)OCO4)C2=O)c1 (stereo unspecified)
  -7 | -1.2%
- CCC1(CC)NC(=O)NC1=O
  -37 | -1.6%

Following part
SMILES	Mtb RmlCD inh	M. tuberculosis GlmU
COC(=O)[C@H](C)NC(=O)Nc1ccc(OC)cc1OC	-6	-0.1%
Cc1cccc(Cn2cnc3c(nnn3Cc3ccc(F)cc3)c2=O)c1	-10	3.1%
CN1CCN(C(=O)CC23CC4CC(CC(C4)C2)C3)CC1	6	5.4%
CCOC(=O)c1[nH]c(C)c(C(=O)NC(C)CC)c1C (stereo unspecified)	1	-7.0%
Cc1c(Cl)cccc1NC(=O)CNc1cccc(S(=O)(=O)N(C)C)c1	-12	1.6%
CN(Cc1ccccc1)C(=O)COC(=O)c1cc(NS(=O)(=O)c2cccs2)ccc1O	0	-1.8%
NC(=S)NCc1cccnc1	-4	-2.5%
Cc1cccc2sc(NNC(=O)C3COc4ccccc4O3)nc12 (stereo unspecified)	.	2.5%
O=C(CSc1ncc(-c2ccccc2)nn1)NCc1ccco1	8	4.6%
CCOC(=O)C1CCCN(c2c(NCCc3ccccc3)c(=O)c2=O)C1 (stereo unspecified)	.	-8.4%
CCCOC(=O)CSC1=C(C#N)C(c2ccccc2OCC)C(C#N)C(=O)N1 (stereo unspecified)	44	7.0%
COc1ccc(/C=C/C(=O)NCCc2ccc(S(N)(=O)=O)cc2)cc1	-9	0.9%
COc1ccc(-n2c(SCC(=O)NNC(=O)c3ccc(C)cc3)nnc2-c2ccncc2)cc1	-9	-0.5%
O=C(Nc1ccc(N2CCOCC2)nc1)c1ccc(C(F)(F)F)cc1	-7	0.7%
COC(=O)c1[nH]c2cccc(C)c2c1NC(=O)CN1CCN(C(=O)c2ccco2)CC1	0	0.5%
Cc1ccc(OCC(=O)Nc2ccc(N(C)C)cc2)cc1	4	0.5%
Cn1cccc1-c1nc2ccccc2n1C	-6	.
ONc1cccnc1-n1nc(C(F)(F)F)cc1C(F)(F)F	.	0.9%
Brc1ccc(CSc2nnc(-c3cnccn3)n2Cc2ccco2)cc1	10	.
CCC(=O)Nc1sccc1C(=O)OC	1	2.3%
O=C(NCCN1CCCCC1)c1cc2ccccc2[nH]1	.	1.4%
CCCCSc1nc2ccccc2[nH]1	-7	2.5%
COC(=O)C(C(C)=O)C1=C/C(=N\S(=O)(=O)c2ccc(C)cc2)c2ccccc2C1=O (stereo unspecified)	.	3.9%
CCCN1C(=O)c2ccc(C(=O)Nc3nccs3)cc2C1=O	-13	9.7%
CCn1c(SCC(=O)NCc2ccco2)nnc1-c1c[nH]c2ccccc12	6	1.6%
COc1ccc(-c2nnc(SCC(=O)NCc3cccs3)n2C(C)C)cc1	.	2.8%
NS(=O)(=O)c1ccc(NC(=S)NC(=O)c2ccc(Br)o2)cc1	8	-2.8%
O=S(Cc1ccc(Cl)cc1)CC(O)(c1ccccc1)c1ccccc1 (stereo unspecified)	-11	-2.0%
O=C(CCN1C(=O)c2ccccc2C1=O)Nc1ccc(F)cc1	-10	8.0%
COC(=O)C1=C(c2ccccc2)C[C@@H]2CC[C@H]1N2C(=O)NCCO	.	-6.7%
O=C(Nc1nnc(COc2ccc(Cl)cc2)s1)C1CCCO1 (stereo unspecified)	31	.
CN(Cc1nc(Cc2cccc(F)c2)no1)CC1COCCO1 (stereo unspecified)	-7	-1.8%
CC(C(=O)Nc1ccccc1)c1ccc(-c2ccccc2)c(F)c1 (stereo unspecified)	13	-4.0%
Cn1c(Cl)c(/C=N/OC(=O)C(C)(C)C)c2ccccc21	69	1.9%
C=CCc1cccc(/C=N/NC(=O)CCCNc2ccc(C)cc2)c1O	14	-3.7%
Fc1ccc(CO/N=C2\CCCc3nonc32)cc1	.	-1.0%
O=C(Nc1ccccc1SCC1CSc2nc3ccccc3c(=O)n21)c1cccc(Cl)c1 (stereo unspecified)	7	-2.0%
O=C(OC1CCOC1=O)c1ccc(Cl)c(S(=O)(=O)N2CCCCC2)c1 (stereo unspecified)	5	2.5%
CCCCCCCC(=O)NNC(=O)c1c(O)c2ccccc2n(CC)c1=O	7	-2.8%
COc1ccc(-c2oc3ncn(Cc4ccco4)c(=N)c3c2-c2ccc(OC)cc2)cc1	.	-1.1%
Cn1cc([N+](=O)[O-])c(C(=O)N/N=C\c2c[nH]c3ccccc23)n1	1	7.4%
COc1cnn(-c2ccccc2)c(=O)c1OC	10	-0.2%
CC(=O)C1=C(c2ccccc2)NC(=O)NC1c1ccccc1OCC(=O)Nc1ccccc1 (stereo unspecified)	-10	3.5%
COC(=O)c1sccc1NC(=O)c1c(C)c(-c2cccc(Cl)c2)nc2ccccc12	6	-5.5%
CC(=O)N(C1=NCCCS1)c1ccccc1Cl	-2	-8.3%
O=C(c1ccccc1F)c1cn(Cc2ccccc2)c2ccccc12	3	-1.5%
O=C(N/N=C/c1ccc([N+](=O)[O-])cc1)c1[nH]ncc1Br	-6	-8.4%
C[C@H]1O[C@@H](O[C@H]2[C@@H](O)C[C@H](O[C@H]3[C@@H](O)C[C@H](O[C@H]4CC[C@@]5(C)[C@H](CC[C@@H]6[C@@H]5CC[C@]5(C)[C@@H](C7=CC(=O)OC7)CC[C@]65O)C4)O[C@@H]3C)O[C@@H]2C)C[C@H](O)[C@@H]1O	.	-2.8%
COC(=O)c1cnc(Oc2ccc(NC(=O)NC(=O)c3ccccc3Cl)cc2)cc1C(F)(F)F	-10	0.4%
CCCN1CCN(C(c2cc3cc(OCC)ccc3[nH]c2=O)c2nnnn2C2CCCCC2)CC1 (stereo unspecified)	-2	-4.4%
CC(C)(C)NC(=O)NC(=O)COC(=O)CCC1CCCCC1	2	-0.6%
O=C1CCSc2ccc(Cl)cc2N1Cc1ccc(Cl)cc1	.	1.6%
O=C(Cn1ncc2c1-c1ccccc1OC2)N1CCN(Cc2ccc3c(c2)OCO3)CC1	-5	3.9%
COCCNC(=O)c1c(N)n(-c2cccc(C)c2)c2nc3ccccc3nc12	-2	-1.1%
Cc1[nH]nc2c1C(c1ccsc1)C(C#N)=C(N)O2 (stereo unspecified)	.	3.5%
CN(Cc1cccc(Cl)c1Cl)C(=O)c1ccc(NC(=O)CC#N)cc1	14	-3.9%
COc1ccc(-c2nnc(SCC(=O)Nc3ncc(C)s3)n2-c2ccccc2)cc1OC	.	2.8%
COc1cccc(-n2c(C)nc3c(cnn3-c3ccc(C)cc3)c2=O)c1	.	0.3%
O=[N+]([O-])c1nn(-c2ccc(Cl)cc2)n(O)c1=NCc1ccccc1Cl	5	7.2%
O=C(CC1C(=O)NCCN1Cc1ccc(-c2ccccc2)cc1)NCC1CCOCC1 (stereo unspecified)	-9	-1.2%

Compound profiles, from the list above.
CCOC(=O)c1c(C)[nH]c(C(=O)COC(=O)C(C)Oc2ccc(Cl)cc2Cl)c1C (stereo unspecified) is listed with Mtb RmlCD inh = -10; M. tuberculosis GlmU = 5.5%
O=C(Cn1cc2c(n1)CCCCC2)Nc1c(F)c(F)cc(F)c1F is listed with Mtb RmlCD inh = .; M. tuberculosis GlmU = 4.2%
Cc1cc(NC(=O)c2ccc(NC(=O)C(C)Oc3ccccc3)cc2)no1 (stereo unspecified) is listed with Mtb RmlCD inh = .; M. tuberculosis GlmU = -3.3%

(listing goes on)
SMILES	Mtb RmlCD inh	M. tuberculosis GlmU
CCn1c(SCc2ccc(Cl)cc2Cl)nc2nc3c(cc2c1=O)CCCC3	.	2.7%
Nn1c(COc2cccc(Br)c2)nnc1SCC(=O)N1CCc2ccccc2C1	.	5.8%
Cc1ccc(-c2nc3ccccn3c2NCc2ccc3c(c2)OCO3)cc1	39	-1.3%
Cn1cnnc1SCCn1c(N2CCCCC2)nc2c1c(=O)[nH]c(=O)n2C	.	0.4%
CCOC(=O)N1CCN(C(=O)c2ccc(-n3c(=S)[nH]c4ccccc4c3=O)cc2)CC1	.	2.5%
COc1cccc(/C=N/NC(=O)CCCC(=O)NC2CCCCC2)c1	-10	1.6%
O=C(NC(Cc1ccccc1)C(=O)O)/C(=C/c1ccco1)NC(=O)c1cccc(Br)c1 (stereo unspecified)	-11	0.2%
N#C/C(C(=O)NCCc1ccccc1)=C1/N=C(NC(=O)c2cccs2)c2ccccc21	8	3.2%
Cc1ccc(S(=O)(=O)N2CCCC(C(=O)NCc3ccco3)C2)cc1Cl (stereo unspecified)	.	-2.1%
